Bioassay records: PubChem BioAssay, The Scripps Research Institute Molecular Screening Center
SRC3 TRFRET art: counter-screen for PPARgamma SRC-3 recruitment agonists: TR-FRET artefact | PPARgamma/SRC-3 format; hits give high values | TR-FRET ratio at 8 µM | hit rate 0.39% among 99,000; in the data active = TR-FRET ratio above about 2000; note: inactives centre near 1600; reference of the scale not given here
SRC1 TRFRET art: counter-screen for PPARgamma SRC-1 recruitment agonists: TR-FRET artefact. TR-FRET detection artefact counter-screen, emission ratio; hits give high values. TR-FRET ratio at 8 µM. hit rate 0.34% among 99,000; in the data active = TR-FRET ratio above about 2300; note: inactives centre near 1800; reference of the scale not given here
Active calls of the source: *.

A first look (two entries):
SMILES	SRC3 TRFRET art	SRC1 TRFRET art
CC1CCCC(C)N1CC(O)COc1c(F)cc(Br)cc1F (centres undefined)	1571	1885
O=C(Nc1nc(-c2cccnc2)cs1)c1ccccc1Cl	1525	1900

All compounds of this part, from the start:
SMILES	SRC3 TRFRET art	SRC1 TRFRET art
CC1CCCC(C)N1CC(O)COc1c(F)cc(Br)cc1F (centres undefined)	1571	1885
O=C(Nc1nc(-c2cccnc2)cs1)c1ccccc1Cl	1525	1900
Cc1ccc(O)c(NC(=O)CSc2n[nH]c(C)c2[N+](=O)[O-])c1	1419	1851
CC(C)c1ccc(NC(=O)c2cc(Br)ccc2Br)cc1	1534	1804
O=C(Nc1ccc(Cl)c(S(=O)(=O)N2CCOCC2)c1)c1cn2ccccc2n1	1468	2052
CCN(CC)c1ccc(NC(=O)c2ccc(Br)o2)cc1	1669	1834
O=C(COC(=O)CCCN1C(=O)c2ccccc2C1=O)Nc1cc(Cl)cc(Cl)c1	1661	1758
CCOc1ccc(/C(CC)=N/NC(=O)C2(C)CC2(Br)Br)cc1 (centres undefined)	1585	1798
S=c1[nH]nc(Cc2cccs2)n1-c1ccccc1Cl	1775	1919
O=C(NCCCO)c1ccc(CSc2nc3ccccc3[nH]2)cc1	1536	1787
CCOc1ccc(NC(=O)Nc2ccc3c(c2)N(C)C(=O)CS3)cc1	1713	2071
Cc1c(NC(=O)C(C)OC(=O)/C=C/c2ccccc2)c(=O)n(-c2ccccc2)n1C (centres undefined)	1705	1867
CCOC(=O)CNc1nc2ccccc2n2c(C)nnc12	1543	1688
COc1ccc(OC)c(CN(CCN2CCOCC2)C(=O)Nc2cccc(Cl)c2)c1	1629	1889
Cc1ccc(C2C3=C(CC(C)(C)CC3=O)NC3=C2C(=O)c2ccccc23)cc1 (centres undefined)	1578	1691
CCN(CC)S(=O)(=O)c1cc(NS(=O)(=O)c2cccc(Cl)c2Cl)ccc1C	1461	1797
CCCCOC(=O)c1[nH]c2c(c1C)C(=O)CC(c1cc(OC)c(OC)c(OC)c1)C2 (centres undefined)	1544	2080
COc1ccc(N2CCN(S(=O)(=O)c3ccc(-n4cnnn4)c(C)c3)CC2)cc1	1639	1654
C/C=C(\C)C(=O)NCCN1C2=NC[C@@H](C)N2C[C@H]1Cc1ccc(O)cc1	1603	1714
CC(=O)c1ccc(NC(=O)C(C)NCc2ccccc2Cl)cc1 (centres undefined)	1818	1680
Cc1cc(C)n(-c2nnc(Cl)c3ccccc23)n1	1293	1864
Cc1[nH]c2ccccc2c1/C=N/NC(=O)Nc1ccccc1	1459	1682
Cc1ccc(S(=O)(=O)NNC(=O)Nc2cccc3ccccc23)cc1	1661	1668
COc1ccc(COCC(O)CN2CCC(CN3C(=O)c4cccc5cccc(c45)C3=O)CC2)cc1OC (centres undefined)	1779	1817
Clc1ccccc1Cn1nnc(-c2ccccc2)n1	1589	1766
O=C(CN1CCN(S(=O)(=O)c2ccc(Br)cc2)CC1)N/N=C/c1ccc(Cl)c([N+](=O)[O-])c1	1464	1835
O=C(NCCCn1ccnc1)C(=O)NCC(c1ccco1)N1CCN(c2ccccc2)CC1 (centres undefined)	1611	1728
Cc1ccc([N+](=O)[O-])cc1S(=O)(=O)NCCc1c(C)[nH]c2ccccc12	1685	1857
Cc1ccc(/C=N/N=C/c2ccc(C)s2)s1	1721	1927
COc1ccc2c(c1OC)C(=O)OC2Nc1nc(-c2cc3cc([N+](=O)[O-])ccc3oc2=O)cs1 (centres undefined)	1703	1796
CCOC(=O)c1cc(NC(=O)Nc2nccs2)c(C)nc1C	1603	1810
CCOC(=O)c1c(NC(=O)C2=C(C)NC(=S)NC2c2ccc(CC)cc2)sc(C)c1C (centres undefined)	1421	1897
COc1ccc(N2C(=O)CC(NCCNc3ccc([N+](=O)[O-])cn3)C2=O)cc1 (centres undefined)	1571	1775
Cc1sc2ncnc(OCC(=O)N3CC(=O)Nc4ccccc43)c2c1C	1531	1475
CC1CCN(CCNC(=O)CCS(=O)(=O)c2ccc(Br)cc2)CC1	1471	1422
O=C(O)C(c1ccccc1)N1CCCC1 (centres undefined)	1553	1768
Cc1cc(C)cc(C(=O)OCC(=O)Nc2cccc(S(=O)(=O)NC3=NCCCCC3)c2)c1	1478	1449
O=C(NCc1cccc(F)c1)C1CCN(C(=O)c2sccc2-n2cccc2)CC1	1663	2124
CC(C)CCNC(=O)c1c[nH]c2ccc(S(=O)(=O)N3CCC4(CC3)OCCO4)cc2c1=O	1696	1941
NC(=O)c1ccc(Oc2ccc(Cl)c3ccccc23)c([N+](=O)[O-])c1	1533	1658

Exported field by field: part of the list above.
> CCOC(=O)c1c(NC(=O)C2=C(C)NC(=S)NC2c2ccc(CC)cc2)sc(C)c1C (centres undefined)
  SRC3 TRFRET art: 1421
  SRC1 TRFRET art: 1897
> COc1ccc(N2C(=O)CC(NCCNc3ccc([N+](=O)[O-])cn3)C2=O)cc1 (centres undefined)
  SRC3 TRFRET art: 1571
  SRC1 TRFRET art: 1775
> Cc1sc2ncnc(OCC(=O)N3CC(=O)Nc4ccccc43)c2c1C
  SRC3 TRFRET art: 1531
  SRC1 TRFRET art: 1475
> CC1CCN(CCNC(=O)CCS(=O)(=O)c2ccc(Br)cc2)CC1
  SRC3 TRFRET art: 1471
  SRC1 TRFRET art: 1422

(further entries)
SMILES	SRC3 TRFRET art	SRC1 TRFRET art
CCc1ccc(N2CC(O)=C(c3nc4ccccc4c(=O)[nH]3)C2=N)cc1	1546	1874
CCOC(=O)Cn1c(C(=O)OCC)cc2sccc21	1384	1762
Cc1nc2ccc(S(=O)(=O)NC(C(=O)NCc3ccco3)C(C)C)cc2s1 (centres undefined)	1856	1834
CC(=O)c1cc(N2CCC(C(=O)O)CC2)ccc1[N+](=O)[O-]	1741	1698
CCn1nc([N+](=O)[O-])c2c(-c3nc4ccccc4o3)c(N)n(CCCOC)c2c1=O	1520	2114
O=c1c2cc(NC(=S)NCc3cccnc3)ccc2nc2n1CCCCC2	1783	2082
CCOC(=O)N1CCN(C(=O)c2ccc(NS(=O)(=O)c3ccc(F)cc3)cc2)CC1	1500	1657
CC(OC(=O)c1cccc(S(=O)(=O)Nc2cccc(C(F)(F)F)c2)c1)C(=O)Nc1ccc2c(c1)OCCO2 (centres undefined)	1579	1521
CCCc1ccc(Oc2coc3cc(OCC(=O)Nc4ccccc4C)ccc3c2=O)cc1	1482	1435
CCCCOC(=O)Nc1nnc(C(C)C)s1	1487	1608
COc1ccc(N(CC(=O)NC2CCCC2)C(=O)Cn2nnc(-c3ccc(OC)c(OC)c3)n2)cc1	1506	1743
Cc1ccc(N2C(=O)C3C4C=CC(CNC(=S)Nc5cccc(Cl)c5)(O4)C3C2=O)cc1 (centres undefined)	1644	1737
CCCc1nnc(-c2cc(OC)c(OC)c(OC)c2)o1	1736	1738
CCOC(=O)c1c(-c2ccccc2Cl)csc1NC(=O)CSc1nc(C)cc(=O)[nH]1	1682	1902
CC1CN(C2=Nc3cccc4cccc2c34)CC(C)O1 (centres undefined)	1530	1627
COc1ccc(-n2nnnc2SCC(=O)Nc2ccccc2N2CCOCC2)cc1	1604	1914
Cc1ccc(S(=O)(=O)CCC(=O)Nc2ccc(F)cc2)cc1	1690	1804
O=C(Nc1ccc[n+](CC(=O)c2cccc3ccccc23)c1)c1ccccc1	1571	1516
CC1CN(Cc2cnc(Cl)s2)CC(C)O1 (centres undefined)	1484	1597
Cc1ccc(CC(=O)Nc2cccnc2)cc1	1444	1615

Shown as labelled records: two of the compounds above
> CCOC(=O)Cn1c(C(=O)OCC)cc2sccc21
  SRC3 TRFRET art: 1384; SRC1 TRFRET art: 1762

> CCOC(=O)N1CCN(C(=O)c2ccc(NS(=O)(=O)c3ccc(F)cc3)cc2)CC1
  SRC3 TRFRET art: 1500; SRC1 TRFRET art: 1657

Following part.
SMILES	SRC3 TRFRET art	SRC1 TRFRET art
CC1=NNC(=O)C1CC(=O)N/N=C(\C)c1cccs1 (centres undefined)	1668	1914
O=C(NCc1ccco1)c1ccc(-c2cccc(Cl)c2)o1	1412	1420
CCN(CC)c1ccc(/C=N/NC(=O)Nc2ccccc2)cc1	1658	1791
CCOc1ccccc1CNC(CC)CO (centres undefined)	1605	1896
CCCC(=O)NCc1ccncc1	1483	1699
COc1ccc(C(=O)C[n+]2cccc(C)c2C)cc1[N+](=O)[O-]	1501	1875
COc1ccccc1NC(=O)COc1ccccc1C(=O)Nc1ccccc1	1584	1618
O=C(O)COc1ccccc1/C=N/NC(=O)Cc1csc(Nc2cccc(C(F)(F)F)c2)n1	1516	1903
O=C(NCCCN1CCN(CCCNC(=O)c2cccc(Cl)c2)CC1)c1cccc(Cl)c1	1481	1646
COc1cc(OC)cc(C(=O)NNC(=S)NC2CC2)c1	1543	1796
COc1ccc(CC(NC(C)=O)C(=O)NC2CCN(c3nc(C)cc(C)c3C#N)CC2)c(OC)c1 (centres undefined)	1428	1955
C=CCNC(=O)c1cc2c(=O)n3cc(C)ccc3nc2nc1NCC1CCCO1 (centres undefined)	1404	1964
NC(=O)c1ccc[n+](Cc2ccccc2)c1	1769	1718
COCCNC(=O)CSc1nc2ccccc2c(=O)n1CCC(=O)N1CCN(c2ccccc2)CC1	1610	1637
O=C(CSc1ccsc1[N+](=O)[O-])N1CCN(c2ccccc2)CC1	1592	1732
Clc1ccccc1COc1ccc(/C=N/n2cnnc2)cc1	1513	1767
CCO[C@@H]1OC(C(N)=O)=C[C@H](c2ccc(Br)cc2)[C@H]1CCCO	1598	1775
Fc1c(F)c(F)c(/C=N/NC(=S)Nc2cccnc2)c(F)c1F	1446	1475
CCNC(=O)/C(C#N)=C/c1c(N2CCN(Cc3ccc4c(c3)OCO4)CC2)nc2c(C)cccn2c1=O	1723	1769
CC(C)c1cc(C(=O)N/N=C/c2ccco2)n[nH]1	1677	1569
COC(=O)c1cc(C(=O)OC)cc(N2C(=O)CC(NNC(=O)c3ccccc3Cl)C2=O)c1 (centres undefined)	1665	1749
CC(=O)c1ccc(NC(=O)c2ccc(COc3ccccc3[N+](=O)[O-])o2)cc1	1583	1918
COc1ccc(C2=NNC(c3cc(Cl)cc4c3OCOC4)C2)c(O)c1 (centres undefined)	1879	1931
CCc1ccc(NC(=O)COC(=O)CCCC2=NS(=O)(=O)c3ccccc3N2)cc1	1469	1782
CCCNC(=O)COC(=O)c1ccccc1C(=O)N(C)C1CCCCC1	1387	1641
O=C(N/N=C/c1ccccc1OC(=O)N1CCOCC1)c1cccs1	1667	2100
Cc1nc2ncnn2c(C)c1Cc1cccc(C(F)(F)F)c1	1801	1965
COc1ccc(NC(=S)N2CCC(c3nc4ccccc4o3)CC2)c(OC)c1	1592	1908
CCOC(=O)/C=C/C(=O)Nc1ccc(Oc2ccccc2)cc1	1640	1688
Cc1cc(C)c(S(=O)(=O)NCC(=O)NCc2ccccn2)c(C)c1	1922	1931
COc1ccc(OC)c(NC(=O)COC(=O)CCCN2C(=O)c3ccccc3C2=O)c1	1690	2024
COc1cccc(C2CC(c3cccc(Br)c3)n3nc(N)nc3N2)c1 (centres undefined)	1530	1974
O=C(Nc1ccc(CN2CCOCC2)cc1)c1ccc(-c2ccc(Cl)cc2Cl)o1	1530	1953
Cc1ccc(C(=O)NC(=S)NCC2CCCO2)cc1Br (centres undefined)	1752	1762
Cn1c(CNC(=O)OC(C)(C)C)n[nH]c1=S	1612	1723
CCNc1nc(=S)nc(NCc2ccccc2)[nH]1	1637	1731
Cc1noc(C)c1COc1ccc(C(=O)OC(C)C(=O)Nc2ccc(S(=O)(=O)N3CCOCC3)cc2)cc1 (centres undefined)	1720	2051
CCOC(=O)C1(Cc2cccc(OC)c2)CCN(Cc2ccc(OC)c(O)c2)CC1	1404	1712
O=[N+]([O-])c1ccc(N2CCN(CCOCCO)CC2)c([N+](=O)[O-])c1	1700	1575
O=C(CSc1nc(COc2ccccc2)nc2ccccc12)NC1CCCC1	1752	1997
COc1ccc(CNC(=O)c2ccc[nH]2)cc1Cl	1553	1837
COc1cccc(NC2=Nc3cccc4cccc2c34)c1	1492	1715
O=C(c1cccc(S(=O)(=O)N2CCCC2)c1)N1CCN(c2ncccn2)CC1	1755	2021
CC(O)CNc1cnccn1 (centres undefined)	1471	1595
C=CCNC(=O)/C(C#N)=C/c1ccccc1[N+](=O)[O-]	1652	1771
Cn1c(=O)n(C)c2cc(NC(=O)COc3ccc(Cl)cc3)ccc21	1790	1993
Cc1ccc(S(=O)(=O)Nc2ccncc2)c(C)c1N(C)S(=O)(=O)c1ccc(Cl)cc1	1546	1808
COc1cccc(OC2OC3COC(C)(C)OC3C(O)C2NC(C)=O)c1 (centres undefined)	1633	1539
C=CCNC(=O)/C(C#N)=C/c1ccc(OS(=O)(=O)c2ccc(C)cc2)c(OC)c1	1351	1618
CCN(CC)Cc1ccccc1Sc1ccccc1	1738	2039
CC1CCN(S(=O)(=O)c2ccc(C(=O)NCc3cccnc3)cc2)CC1	1466	1648
CCCSc1nc(C)cc(C)c1S(C)(=O)=O	1628	1861
COc1cc(/C=N/N=C(\N)c2nonc2N)ccc1O	1662	1604
O=C(c1ccccc1)N1CCn2c(nc3ccccc32)C1	1494	1848
Cc1cc(/C=N\NC(=O)CC(=O)NC2CCCCC2)c(C)n1-c1cccc(Cl)c1Cl	1506	1725
CC1=CCC2C(=O)N(c3ccccc3OC(=O)c3ccccc3F)C(=O)C2C1 (centres undefined)	1645	1861
NC(=O)C1CC(=O)N(c2ccc(OCc3ccccc3Cl)cc2)C1 (centres undefined)	1553	1643

An excerpt, so the mix of outcomes need not match the whole.
